Screening data from PubChem BioAssay.
LEDGF integ inh – blocks HIV-1 LEDGF/p75-dependent DNA integration. TR-FRET IN-LEDGF/p75 DNA integration, Eu/Cy5. inhibition, % at 3.7 µM. 0.64% of 370,000 active;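 active = inhibition above the screen-wide mean plus 3 SD, cut at about 13% in these data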;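 also: signal is the Cy5 over europium emission ratio at 671 and 618 nm; 0% = plate median of compound wells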
NR1D1 modulator – modulates human Rev-erb alpha binding to DNA. 0.79% of 370,000 active. Rev-erbα–FITC-DNA binding, fluorescence polarization, 90 min. activity, % at 10 µM. P20393;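 active = activity above about 14%, limit read from the data; passing the limit was not always enough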;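 also: 0% = DMSO wells with 35 nM protein and 100% = DMSO wells with 750 nM protein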
mABHD4 FP – ABHD4 (mouse) inhibition, primary FP screen. Q8VD66. purified mABHD4, FP-Rh probe fluorescence polarization. inhibition, % at 8.92 µM. 0.54% of 370,000 active;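 active = inhibition exceeding the mean over every tested compound plus 3 SD, cut at about 30% in these data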;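 also: 0% = plate median of compound wells and 100% = S159A mutant with DMSO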
Target sequence (Q8VD66 whole entry, looked up): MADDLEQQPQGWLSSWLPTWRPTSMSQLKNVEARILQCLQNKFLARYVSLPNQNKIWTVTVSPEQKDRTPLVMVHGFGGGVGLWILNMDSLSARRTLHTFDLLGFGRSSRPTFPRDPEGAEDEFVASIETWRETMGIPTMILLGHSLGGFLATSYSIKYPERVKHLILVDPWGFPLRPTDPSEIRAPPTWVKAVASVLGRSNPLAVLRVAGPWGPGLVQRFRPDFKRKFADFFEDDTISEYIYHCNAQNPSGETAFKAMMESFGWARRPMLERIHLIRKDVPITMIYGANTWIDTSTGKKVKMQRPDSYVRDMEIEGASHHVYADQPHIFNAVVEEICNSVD
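Assay system: mouse ABHD4 enzyme, wild type / Also added: fluorescent activity-based probe FP-Rh / Doses: single nominal dose of 8.92 µM, 0.89% DMSO final / Timing: 45 min compound pre-incubation plus 60 min probe step, 25 °C / Signal: FP readout, ex 525 nm / em 598 nm / Control set: S159A mutant/DMSO as 100%, compound-well median as 0%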
HTRA1 inh – inhibitors of human serine peptidase HTRA1. 0.5% of 340,000 active. AID 504803. recombinant HTRA1, FP-rhodamine activity-based probe, fluorescence polarization. inhibition, % at 5.96 µM; in the data active = inhibition above about 36%;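 also: 0% = enzyme with DMSO and 100% = wells lacking enzyme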
PG9 Ab binder – PG9 antibody binding by small molecule; TR-FRET gp120-PG9 antibody binding; inhibition, % at 6.7 µM; 0.43% of 360,000 active; AID 624416; in the data active = inhibition above about 8.5%
SIAE primary – blocks human sialic acid acetylesterase; Q9HAT2; AID 1053197; 0.69% of 370,000 active; SIAE FP-Rh probe binding, fluorescence polarization; inhibition, % at 9.66 µM;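 active = inhibition above a cutoff: mean of compounds within the control limits plus 3 SD of those, cut at about 17% in these data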;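 also: 0% = plate median of compound wells and 100% = probe without SIAE protein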
Target sequence (Q9HAT2 whole entry, looked up): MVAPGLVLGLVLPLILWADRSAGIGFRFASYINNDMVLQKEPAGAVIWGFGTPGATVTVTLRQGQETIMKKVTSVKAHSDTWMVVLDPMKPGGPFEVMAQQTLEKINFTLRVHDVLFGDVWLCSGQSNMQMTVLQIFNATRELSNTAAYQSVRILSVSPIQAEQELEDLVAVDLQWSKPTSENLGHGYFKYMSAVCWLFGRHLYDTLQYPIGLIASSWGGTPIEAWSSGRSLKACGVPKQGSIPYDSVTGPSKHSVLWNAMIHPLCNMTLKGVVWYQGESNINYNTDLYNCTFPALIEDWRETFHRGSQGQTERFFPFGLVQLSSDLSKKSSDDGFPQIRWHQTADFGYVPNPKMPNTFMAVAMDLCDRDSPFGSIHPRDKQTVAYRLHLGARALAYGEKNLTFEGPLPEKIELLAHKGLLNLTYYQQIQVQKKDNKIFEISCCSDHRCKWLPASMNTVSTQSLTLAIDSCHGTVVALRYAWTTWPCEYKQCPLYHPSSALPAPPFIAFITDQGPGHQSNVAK
TDP2 inh – blocks human TDP2 phosphodiesterase activity | O95551 | recombinant TDP2, T5PNP hydrolysis, p-nitrophenol absorbance 415 nm | inhibition, % at 12.8 µM | 0.34% of 370,000 active;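 active = inhibition above the mean of all tested compounds plus 3 SD, set per campaign, cut at about 25% in these data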;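 also: 0% = DMSO with enzyme and 100% = buffer with substrate but no TDP2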
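Read-out basis: percent inhibition. System: recombinant human TDP2. Buffer or medium: Mg2+-containing Tris-HCl buffer, pH 7.5. Repeats: single replicate. Timing: reaction 2 h, 37 °C. Benchmarks: high control without enzyme, low control DMSO plus TDP2. Probe or stimulus: 5 mM T5PNP. Doses: 12.8 µM only. Measured by: epi absorbance of p-nitrophenol freed from T5PNP by hydrolysis.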
rCAG RNA binder – r(CAG) repeat RNA binding | TO-PRO-1 dye displacement fluorescence | AID 651821 | inhibition, % at 3 µM | 1.3% of 370,000 active;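 active = inhibition above the plate cutoff, the mean of all test compounds on that plate plus 3 SD, cut at about 35% in these data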;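 also: 0% = DMSO alone and 100% = 100 µM mitoxantrone as full dye displacement; higher means more dye released from RNA so lower well fluorescence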
PRMT1 inh – inhibitors of human PRMT1. recombinant PRMT1, activity-based probe fluorescence polarization. inhibition, % at 2.79 µM. 1.3% of 370,000 active. AID 652257;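 active = inhibition above about 21% made by adding two undisclosed values, limit read from the data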
TCR-CD3 inh – human TCR-CD3 binding inhibition; TAMRA-labeled TCR probe fluorescence, biochemical; 0.37% of 360,000 active; inhibition, % at 9.4 µM; in the data active = inhibition above about 19%;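 also: recombinant mutant TCR 2C K166C tagged with TAMRA read by polarization; 0% = receptor in buffer alone and 100% = receptor with positive control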
* hit, by the source's call; . = not tested or not shown. These rows are one share of the data, so the mix of outcomes need not match the whole.

SMILES	LEDGF integ inh	NR1D1 modulator	mABHD4 FP	HTRA1 inh	PG9 Ab binder	SIAE primary	TDP2 inh	rCAG RNA binder	PRMT1 inh	TCR-CD3 inh
O=C(NCc1ccccn1)c1cnc2sccn2c1=O	3.2	-5.1	-9.2	0.4	0.5	-0.6	-9.0	9.5	-1.8	3.3
Cc1cc(OCC(=O)NCCCN(C)C)cc(C)c1Br	-0.1	-0.5	-8.8	1.7	-0.6	0.2	-12.1	2.2	-3.2	6.9
Cc1cc(Cl)c2oc(C(=O)N(C)C(C)c3ccccn3)c(C)c2c1 (stereo not given)	5.2	1.7	2.3	-10.1	-0.4	5.4	13.8	-6.5	-2.4	3.0
COc1ccc(C(=O)N(C)C2CCCCC2)cc1OC1CCN(C(C)C)CC1	1.4	11.4	-3.1	1.9	-0.9	2.7	1.1	-10.2	-5.1	11.4
OC(COc1ccc(Br)cc1)Cn1ccnc1 (stereo not given)	3.6	-4.2	-1.8	-3.0	-0.2	10.9	-16.9	0.1	2.1	-8.6
COc1cc(NS(C)(=O)=O)c(OC)cc1NC(=O)c1ccccc1	-3.2	-7.2	3.6	0.5	-0.2	7.2	6.5	-1.8	0.9	2.8
COc1ccc(CC(=O)Nc2ccc(C(C)=O)cc2)cc1	-0.4	-4.2	3.0	-2.0	-0.7	0.4	-3.0	9.3	5.9	1.5
Nc1cc(S(=O)(=O)Nc2cc(Cl)ccc2Cl)ccc1N1CCOCC1	-1.1	3.0	0.7	4.6	-0.8	5.8	6.5	14.3	1.8	3.2
O=C(Nc1cccc2ncccc12)c1ccccc1F	-1.1	4.2	2.9	4.2	1.0	-1.1	8.9	-3.7	-0.9	-6.8
CC(C)(C)c1ccc(C(=O)NCC(=O)N/N=C/c2cccs2)cc1	1.0	-3.7	-0.1	-2.7	-1.0	3.6	16.4	0.1	3.4	2.1
CCCCCCCCN1C(=O)[C@@H](CC(=O)NCC2CCCCC2)C[C@@]2(C(=O)OC)C1=C[C@H](C(C)C)O[C@@H]2C1CC1	0.3	-1.2	0.6	.	.	4.1	-8.0	17.0	0.9	.
O=C(CSc1nnc(-c2ccccc2)o1)Oc1ccc(Br)cc1	1.8	0.9	2.1	-8.6	6.4	-4.4	2.9	-1.1	-0.3	-5.6
O=C(CCC(=O)N(CC(=O)NC1CCCC1)Cc1ccc2c(c1)OCO2)Nc1nccs1	0.5	6.9	-4.9	.	-1.5	-2.1	11.4	-3.8	-2.6	-1.0
Cc1ccc(C(C(=O)NC2CCCCC2)N(Cc2ccco2)C(=O)Cc2c[nH]c3ccccc23)o1 (stereo not given)	6.0	-0.9	-0.7	-17.2	-0.3	1.5	-2.9	-2.9	-3.9	1.4
CCOc1ccc(CC(=O)NCCS(=O)(=O)N2CCN(c3ccccc3)CC2)cc1	0.3	-3.1	-1.9	2.8	2.0	-0.5	-1.6	-5.2	-2.1	3.9
CN(Cc1ccccc1)C(=O)c1ccc(NC(=O)Cc2ccc(NC(=O)C3CCCN(C(=O)C4CCC4)C3)cc2)cc1 (stereo not given)	-3.7	-0.7	-8.0	-12.6	0.6	4.3	3.5	11.7	-4.2	2.9
Cc1sc2ncn(CC(=O)NCc3ccco3)c(=O)c2c1-c1ccccc1	2.8	0.7	4.5	-6.0	2.4	-0.3	-1.9	6.8	5.8	1.2
Cc1ccc(Cn2c(SCC(=O)NCc3ccco3)nc3ccsc3c2=O)cc1	2.5	3.5	-7.7	-10.0	0.1	0.1	8.2	1.4	3.5	-2.9
COc1ccccc1NS(=O)(=O)c1ccc(N/N=C/C=C/c2ccccc2[N+](=O)[O-])c([N+](=O)[O-])c1	-0.2	5.9	0.5	3.8	0.8	-2.6	3.8	5.7	-2.1	6.0
COc1ccc(Cn2nnnc2C(c2ccncc2)N2CCOCC2)cc1 (stereo not given)	10.8	-1.9	-6.2	5.1	-1.7	2.6	-7.8	2.4	0.2	-0.7
COc1ccc(-n2c(Cc3cccn3C)nnc2SCC(N)=O)cc1	3.8	2.9	3.5	-2.8	0.2	9.0	-4.7	9.1	-3.7	-2.5
Cc1nn(-c2ccccc2)c(C)c1C(=O)OCC(=O)c1c(N)n(CC(C)C)c(=O)n(C)c1=O	4.6	-0.4	-0.4	-18.7	-2.1	-6.3	-1.7	-4.8	-2.0	-4.6
COc1cc(OC)cc(C(=O)NCC(=O)OCC(=O)C(C)(C)C)c1	-5.0	1.1	-1.3	0.5	-0.6	2.2	-2.9	-4.2	1.8	-5.7
COc1cccc(CN2CCN(Cc3cc(OC)c(OC)cc3OC)CC2)c1	4.9	-2.3	20.1	10.1	-3.4	-2.3	2.7	-8.7	-1.0	-3.6
Cc1nn(CCOc2ccccc2)c(=O)n1-c1cccc(F)c1	-0.6	-5.2	3.3	-0.6	1.6	-0.7	-6.5	-3.7	-3.3	1.0
Next part.
SMILES	LEDGF integ inh	NR1D1 modulator	mABHD4 FP	HTRA1 inh	PG9 Ab binder	SIAE primary	TDP2 inh	rCAG RNA binder	PRMT1 inh	TCR-CD3 inh
C/C(CCC1CC(C)OC1=O)=N\NC(N)=O (stereo not given)	4.4	-1.4	-0.3	.	0.3	4.7	4.5	-1.4	-3.2	0.3
COc1ccccc1N1C(=S)NC2CS(=O)(=O)CC21 (stereo not given)	-1.7	1.5	1.8	7.8	2.8	-0.5	22.4	0.9	-1.2	1.4
Cc1occc1-c1nnc(SCC(=O)Nc2nccs2)n1Cc1ccco1	-1.9	2.5	0.8	0.4	0.9	-2.2	-10.6	5.3	1.0	-0.1
Cc1ccccc1N1OC2C(=O)N(c3ccc(F)cc3)C(=O)C2C1c1ccccn1 (stereo not given)	3.1	-3.6	21.7	1.4	-1.5	5.2	5.8	6.2	0.8	6.5
O=C(Nc1ccccc1Oc1ccccc1)c1cc([N+](=O)[O-])ccc1Cl	0.1	-0.7	-11.4	-13.2	2.0	6.4	-0.1	2.6	2.1	-2.6
CC1CCN(C(=O)COC(=O)c2ccc([N+](=O)[O-])o2)CC1	-0.4	0.3	-3.2	17.5	-2.2	-5.2	4.4	2.6	-0.8	-1.0
c1ccc2c(c1)COC(CN1CCCCC1)OC2	0.8	-2.6	0.0	-2.0	-1.6	-3.1	-14.6	-5.9	-0.9	0.3
O=C(O)C=C1C2CC3CC(C2)CC1C3	0.4	-0.7	-1.3	0.2	0.5	3.2	-6.0	-0.6	-3.3	4.2
COc1cc(S(=O)(=O)N2CCOCC2)cc(C(=O)NCC(c2cccs2)N2CCOCC2)c1OC (stereo not given)	-4.8	0.8	5.4	2.9	0.9	-3.1	-1.1	1.0	-1.2	0.5
Cc1ccc(NC(=O)CSCC(=O)O)cc1	-1.6	-1.5	-0.9	-8.7	0.5	-3.0	14.3	-1.3	1.5	0.8
CC[C@@]1(c2cccc(C)c2)C(=O)N(C(=O)OC)N1C(=O)OC	2.8	1.2	-9.0	8.3	1.7	1.4	-11.0	4.8	5.0	-8.0
CC(C)(C)N=Cc1c(O)ccc2oc3c(c12)CCCC3	2.6	-1.1	7.1	10.2	1.4	12.3	-1.6	1.4	1.3	-1.8
CN(CC(=O)Nc1ccccc1C(=O)N1CCCC1)S(=O)(=O)c1ccc(Br)cc1	-2.5	-4.4	0.2	1.1	-3.2	13.0	12.1	-4.8	0.7	4.8
CN1CCN(CCCNC(=O)c2ccc(/C=C3\Oc4ccccc4N(Cc4ccccc4F)C3=O)cc2)CC1	0.6	-6.3	-4.8	-21.9	3.7	-8.7	-6.0	3.3	0.2	3.1
Cc1ccccc1NC(=O)COc1coc(CN2CCCc3ccccc32)cc1=O	-0.4	-2.7	4.0	-0.1	-1.1	2.4	11.1	0.0	13.8	-6.9
CCOC(=O)c1oc2ccccc2c1COC(=O)CNC(=O)c1ccc(C)cc1	2.1	-2.0	-3.1	-5.2	0.8	2.7	0.6	-2.0	-2.0	1.2
C=CCCCCCCCC(=O)OC	-5.0	-4.5	-2.8	-8.4	0.6	-6.4	-12.3	2.9	4.7	-4.8
CCC(C(=O)NCc1ccc(F)cc1)N(CCc1ccccc1)C(=O)c1snc(C(N)=O)c1N (stereo not given)	3.1	-0.3	-10.4	-23.2	-3.0	-4.8	7.7	2.8	-8.7	-1.4
C/C=C/C(=O)Nc1cccc(C2=NOC3(C2)C[C@@H](C(N)=O)N(C(=O)/C(C)=C/C)C3)c1 (stereo not given in full)	1.2	-2.6	-3.4	-2.7	0.1	-1.9	1.1	0.5	-1.6	8.7
CC(=O)N(C)c1cccc(-c2ccc3nnc(C)n3n2)c1	-2.5	5.0	-0.2	2.0	1.8	-11.1	0.2	0.2	0.8	-2.2
COc1ccc(C2NC(=O)c3sc(=S)n(-c4ccccc4)c3N2)cc1 (stereo not given)	-0.5	-6.5	-2.3	-0.4	-1.5	0.9	-1.9	5.3	0.8	3.4
COc1cccc(OCCNC(=O)c2cc([N+](=O)[O-])cc([N+](=O)[O-])c2)c1	3.6	-4.1	1.7	-3.4	0.9	-3.5	5.7	-2.7	-2.7	0.9
O=C(NCc1ccco1)C1CCCN(S(=O)(=O)c2cccs2)C1 (stereo not given)	3.7	-0.7	-2.3	.	.	0.4	2.1	3.7	-8.5	.
O=C(NNS(=O)(=O)c1ccc(F)cc1)c1ccc([N+](=O)[O-])cc1Cl	-3.4	1.0	1.2	-10.7	1.8	8.2	2.4	-1.2	0.6	-6.2
COc1ccccc1NC(=O)Cc1nnc(SCC(=O)c2ccc(F)cc2)n1C	6.4	3.9	3.6	-2.9	-3.1	1.4	-13.4	-1.8	-2.6	2.2
CCOc1ccc(-c2noc(CCCC(N)=O)n2)cc1OC	-2.5	1.3	-3.8	1.1	1.6	-3.1	-2.3	-4.5	1.4	-4.4
CC(C)(Cc1cc(CC(C)(C)C(=O)O)cc(C(C)(C)C)c1)C(=O)O	-0.2	-0.9	-6.4	4.0	-1.8	-3.6	2.0	2.2	-2.7	1.5
COc1ccc(NC2CCCN(C(=O)C3=NN(C)C(=O)CC3)C2)cc1OC (stereo not given)	0.8	0.3	4.4	-1.4	-6.2	16.2	15.5	0.8	-3.0	5.0
O=C(COc1cccnc1[N+](=O)[O-])NCCc1ccc(F)cc1	0.2	-5.9	0.5	2.9	0.2	-4.5	11.7	-4.0	-0.7	-5.2

Looked up by compound from the entries so far (2):
SMILES	LEDGF integ inh	NR1D1 modulator	mABHD4 FP	HTRA1 inh	PG9 Ab binder	SIAE primary	TDP2 inh	rCAG RNA binder	PRMT1 inh	TCR-CD3 inh
O=C(COc1cccnc1[N+](=O)[O-])NCCc1ccc(F)cc1	0.2	-5.9	0.5	2.9	0.2	-4.5	11.7	-4.0	-0.7	-5.2
CCCCCCCCN1C(=O)[C@@H](CC(=O)NCC2CCCCC2)C[C@@]2(C(=O)OC)C1=C[C@H](C(C)C)O[C@@H]2C1CC1	0.3	-1.2	0.6	.	.	4.1	-8.0	17.0	0.9	.

Part of the list above, showing only PG9 Ab binder:
| Molecule | PG9 Ab binder |
| --- | --- |
| CCOc1ccc(-c2noc(CCCC(N)=O)n2)cc1OC | 1.6 |
| CC(C)(Cc1cc(CC(C)(C)C(=O)O)cc(C(C)(C)C)c1)C(=O)O | -1.8 |
| COc1ccc(NC2CCCN(C(=O)C3=NN(C)C(=O)CC3)C2)cc1OC (stereo not given) | -6.2 |
| O=C(COc1cccnc1[N+](=O)[O-])NCCc1ccc(F)cc1 | 0.2 |
